IDE inh – cellular human IDE inhibition; P14735; HEK cells, FAbetaB cleavage, fluorescence polarization; inhibition, % at 5.59 µM; 320,000 compounds, 0.41% hits;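 active = percent inhibition above the average of all tested compounds plus 3 SD, set per screening campaign, cut at about 16% in these data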;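 also: IDE supplied by intact live HEK cells; FP after avidin binding of uncleaved biotin substrate so inhibition keeps polarization high; 0% = DMSO wells and 100% = 60 µM reference IDE inhibitor Ii1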
NALP1 yeast inh – inhibitors of NALP1 inflammasome in yeast. S. cerevisiae NALP1/ASC/caspase-1 growth, X-gal OD620, 72 h. inhibition, % at 10 µM. 280,000 compounds, 0.61% hits; in the data active = inhibition mostly above about 24%, no sharp cut-off; inactive = mostly below about 32%; also: some compounds called inactive have numbers as strong as hits
VIM-2 inh – blocks Pseudomonas aeruginosa VIM-2 metallo-beta-lactamase. inhibition, % at 5.6 µM. purified VIM-2, nitrocefin hydrolysis, epi-absorbance fluorescence. 290,000 compounds, 0.89% hits;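 active = inhibition above the mean of all tested compounds plus 3 SD, cutoff set per screening run, cut at about 7.5% in these data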;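 also: red hydrolysis product quenches plate fluorescence so inhibitors raise well fluorescence; 0% = enzyme with DMSO and 100% = DMSO without enzyme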
PHOSPHO1 inh – inhibitors of human PHOSPHO1 phosphatase. 290,000 compounds, 1.1% hits. AID 1565. inhibition, % at 13.3 µM. Q8TCT1. recombinant PHOSPHO1, absorbance phosphatase assay; in the data active = inhibition above about 60%
Target sequence (Q8TCT1 whole entry, looked up): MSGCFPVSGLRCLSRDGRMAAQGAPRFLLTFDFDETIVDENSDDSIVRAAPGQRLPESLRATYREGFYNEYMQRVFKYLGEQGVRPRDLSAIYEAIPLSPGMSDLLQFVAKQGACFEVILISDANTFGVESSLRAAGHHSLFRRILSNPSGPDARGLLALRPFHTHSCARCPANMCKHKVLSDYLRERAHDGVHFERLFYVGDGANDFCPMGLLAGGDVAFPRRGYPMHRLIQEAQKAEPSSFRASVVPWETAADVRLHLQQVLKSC
pCIP destab – lowers stability of the mouse p/CIP coactivator protein; Q05BA5; F442A p/CIP-EGFP cells, EGFP fluorescence, 16 h; decrease of EGFP signal, % at 10 µM; 290,000 compounds, 0.01% hits; AID 1984;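 active = EGFP signal decrease of at least 30% at 10 µM or well 3 SD below plate mean, unless failing retest; inactive = the rest, including hits failing retest or dose response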; also: some compounds called inactive have numbers as strong as hits; many of its hits are not listed in these tables
PfM18AAP inh – PfM18AAP enzyme inhibition. recombinant PfM18AAP, H-Glu-NHMec fluorogenic cleavage. inhibition, % at 7.35 µM. 290,000 compounds, 1.2% hits;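 active = inhibition above the campaign mean inhibition over all tested compounds plus 3 SD, cut at about 28% in these data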;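 also: 0% = plate median of test compound wells and 100% = 2 mM ZnCl2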
IMP-1 inh – inhibitors of Pseudomonas aeruginosa IMP-1 metallo-beta-lactamase | purified IMP-1, nitrocefin hydrolysis, epi-absorbance fluorescence | inhibition, % at 5.6 µM | 290,000 compounds, 0.45% hits;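 active = inhibition above the mean plus 3 SD of all compounds in the same screening run, cut at about 4.5% in these data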;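 also: 0% = IMP-1 with DMSO and 100% = DMSO wells lacking enzyme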
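System – purified recombinant IMP-1 beta-lactamase · Input – IMP-1 dispensed at 0.2 nM · Timing – 15 min preincubation plus 25 min reaction at 25 °C · Signal – Epi-absorbance fluorescence, 480 nm excitation, 530 nm emission · Measure – percent IMP-1 inhibition derived from blank-referenced optical density · Controls – Enzyme-plus-DMSO low control, enzyme-free DMSO high control · Replication – singlicate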
GPR7 antag – human neuropeptides B/W receptor 1 antagonism; inhibition, % at 4.4 µM; GPR7-expressing cells, fluorescence antagonist assay; AID 1861; 290,000 compounds, 1.1% hits; P48145; in the data active = inhibition above about 16%, passing the limit was not always enough;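 also: cells stimulated with the agonist NPW; 0% = agonist with vehicle and 100% = vehicle without agonist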
Target sequence (P48145 whole entry, looked up): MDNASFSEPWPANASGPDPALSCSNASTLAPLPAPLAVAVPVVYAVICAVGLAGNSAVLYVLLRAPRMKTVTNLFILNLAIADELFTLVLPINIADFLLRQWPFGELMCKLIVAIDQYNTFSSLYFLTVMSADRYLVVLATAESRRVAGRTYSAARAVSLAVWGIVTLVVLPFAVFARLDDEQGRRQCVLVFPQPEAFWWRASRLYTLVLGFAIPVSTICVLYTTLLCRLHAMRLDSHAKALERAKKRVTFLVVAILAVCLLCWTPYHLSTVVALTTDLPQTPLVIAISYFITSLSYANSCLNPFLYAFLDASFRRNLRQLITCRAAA
IDE act – boosts human insulin-degrading enzyme activity in HEK cells | P14735 | FAbeta-B cleavage, fluorescence polarization; 0% vehicle, 100% cell-free pure enzyme wells | activation, % at 5.96 µM | 340,000 compounds, 0.073% hits | AID 493087;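 active = activation above the mean of all tested compounds plus 3 SD, set per screening campaign, cut at about 17% in these data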
* marks the source's active call; other numbers are inactive results; . = no result given. Random draw from the library. Share with any hit: about 5.3%.

1: N#Cc1ccc(-c2cn3c(n2)SCC3)cc1
2: CC(=O)NCCNC(=O)c1ccc(Sc2ccccc2)c([N+](=O)[O-])c1
3: CCCC(=O)Nc1c(-c2cccc(C)c2)c(=O)c2ccccc2n1C
4: Cc1onc(-c2ccccc2)c1C(=O)NNC(=S)NC(=O)c1ccc(Br)cc1
5: COc1ccccc1N=c1sc2ccccc2n1C
6: COc1ccc2[nH]c(=O)c(COC(=O)c3cccs3)cc2c1
7: CC(C)NS(=O)(=O)c1ccc(CCC(=O)NCc2cccnc2)cc1
8: Cc1cc(=O)n2nc(N3CCC(C(=O)NCc4ccccc4Cl)CC3)sc2n1

entry no.	1	2	3	4	5	6	7	8
NALP1 yeast inh	-16	10	-1	7	15	21	6	13
IDE inh	.	-4	0	-7	-1	1	4	2
IDE act	1	2	-1	-4	-4	0	6	7
VIM-2 inh	1.8	-4.9	0.3	-2.5	-0.1	-2.1	-4.6	0.2
PfM18AAP inh	-8	-3	-5	15	3	2	5	0
PHOSPHO1 inh	2	-10	50	11	0	-5	-10	53
GPR7 antag	-10	-14	1	-8	-7	-11	-1	-2
IMP-1 inh	-4.1	-1.0	1.1	-3.7	-2.5	-2.4	-2.0	-2.3
pCIP destab	4	-3	-21	-4	1	0	-6	10

9: COc1cccc(NC(=O)Cn2c(=O)n(CCC(=O)NC3CCN(Cc4ccccc4)CC3)c(=O)c3ccccc32)c1
10: CC1CC(C)(C)NC(=S)N1CCCC(=O)Nc1ccccc1F (stereo unspecified)
11: C#Cc1ccc([C@@H]2C=C(C(=O)OCC=C)O[C@H](OCc3ccc(CO)cc3)C2)cc1
12: CC1CCC2(CC1)NC(=O)N(Cc1cc(=O)n3ccsc3n1)C2=O (stereo unspecified)
13: Cc1ccc2[nH]c3c(=O)n(CC(=O)Nc4ccccc4N4CCN(C)CC4)ncc3c2c1
14: CCC(=O)N1CCCN(S(=O)(=O)c2ccc(C)cc2)C1c1ccc(OC)cc1 (stereo unspecified)
15: COc1nc(C)ccc1-c1noc(-c2ccccn2)n1
16: CC1Cc2ccccc2N1c1ncnc2nc[nH]c12 (stereo unspecified)

entry no.	9	10	11	12	13	14	15	16
NALP1 yeast inh	.	-4	7	-10	15	9	18	28
IDE inh	4	7	6	0	-1	8	-2	3
IDE act	4	0	5	.	0	4	4	-1
VIM-2 inh	1.8	-0.6	-2.1	-0.4	2.2	-1.4	-0.2	-3.2
PfM18AAP inh	-9	1	0	0	0	-4	0	-9
PHOSPHO1 inh	20	-3	18	12	42	42	28	-56
GPR7 antag	-11	2	-4	7	2	-2	-8	-9
IMP-1 inh	0.3	-3.5	-2.3	-1.5	-0.2	-4.0	-0.1	-3.3
pCIP destab	-10	-3	-7	6	-1	-2	-2	5

17: O=C(Nc1cccc(O)c1)c1ccc(Br)cc1
18: Cc1ccc(NC(=O)CSc2nnc(N)s2)cc1S(=O)(=O)N1CCCCC1
19: CC(C)CC(O)C1CCN(C(=O)CCc2nnc(-c3ccc4c(c3)OCO4)o2)CC1 (stereo unspecified)
20: COc1cc(OC)cc(-c2nnc(SCC(=O)N3CCCCC3)o2)c1
21: N#Cc1c(C(F)(F)F)cc(-c2cccs2)nc1SCc1ccc(Cl)nc1
22: CCn1ncc(Br)c1C(=O)Nc1c(C)nn(Cc2c(F)c(F)c(F)c(F)c2F)c1C
23: CCOC(=O)C1CCN(c2ncnc3c2cnn3-c2ccc(Cl)cc2)CC1
24: O=C(NC1CCCC1)C(c1ccncc1)N(CCCN1CCOCC1)C(=O)c1ccc(-c2ccccc2)[nH]1 (stereo unspecified)

entry no.	17	18	19	20	21	22	23	24
NALP1 yeast inh	2	18	2	24	-17	-1	29	6
IDE inh	-1	6	.	3	-5	.	4	5
IDE act	8	3	2	3	-3	-1	4	2
VIM-2 inh	-3.9	-1.8	0.2	0.4	-3.2	-3.7	0.5	-2.2
PfM18AAP inh	2	-4	-5	6	3	-6	-6	-3
PHOSPHO1 inh	7	31	23	6	6	12	-12	8
GPR7 antag	6	-12	-13	-8	1	-1	-8	-9
IMP-1 inh	-3.0	-1.2	-2.2	-1.2	-3.2	-3.6	0.3	-1.4
pCIP destab	-4	-10	-15	-3	-7	-3	0	6

25: CCN(CC)C(=O)CSc1nnc(-c2ccco2)o1
26: Cc1cc(NC(=O)c2ccccc2-c2ccccc2C(=O)O)no1
27: O=C(Cn1cccn1)N1CCCC(Nc2ccc(F)c(F)c2)C1 (stereo unspecified)
28: O=C(Cn1nc(-c2ccc(Cl)cc2)ccc1=O)NCc1ccc2c(c1)OCO2
29: Cc1c(CCC(=O)NC2CC2)c(=O)oc2cc(O)ccc12
30: Cc1ccccc1-n1nnnc1SCc1cc(=O)n2ccsc2n1
31: COc1ccccc1CNC(=O)C(CC(C)C)NC(=O)C1CCC(C)CC1 (stereo unspecified)
32: O=C(Nc1cccc(C(=O)O)c1)/C(=C\c1ccc(F)cc1)NC(=O)c1ccco1

entry no.	25	26	27	28	29	30	31	32
NALP1 yeast inh	8	16	5	14	16	13	5	-12
IDE inh	2	7	4	-1	7	0	1	3
IDE act	5	1	-4	4	2	1	2	5
VIM-2 inh	-2.9	0.3	-2.1	-4.3	-1.9	1.1	-5.4	0.6
PfM18AAP inh	6	8	6	-2	9	-2	2	1
PHOSPHO1 inh	-4	-15	38	-3	8	-4	-9	23
GPR7 antag	-1	-11	-3	10	8	-5	-1	-3
IMP-1 inh	-2.6	-1.4	-4.2	-0.8	-1.9	-1.2	-5.1	-1.4
pCIP destab	-16	-3	-17	9	2	-15	-13	1

Brought forward from above: three compounds, then new ones.
30: Cc1ccccc1-n1nnnc1SCc1cc(=O)n2ccsc2n1
31: COc1ccccc1CNC(=O)C(CC(C)C)NC(=O)C1CCC(C)CC1 (stereo unspecified)
32: O=C(Nc1cccc(C(=O)O)c1)/C(=C\c1ccc(F)cc1)NC(=O)c1ccco1
33: O=C(Cn1cnc2ccccc21)Nc1ccc(F)c(F)c1
34: O=C(NCc1ccc(C(=O)O)cc1)OCc1ccccc1
35: Cc1nonc1-c1ccc2c(c1)OCO2
36: Cc1[nH]n(C(N)=S)c(=O)c1N=Nc1cc(C(F)(F)F)ccc1Cl
37: COc1ccc(C(=O)Nc2nc(-c3ccc(S(=O)(=O)N4CCOCC4)cc3)cs2)cc1
38: Cc1cc(C(=O)N2CCN(c3ccc([N+](=O)[O-])cc3)CC2)co1
39: O=C(Nc1nccs1)C1(S(=O)(=O)c2ccc(Cl)cc2)CC1
40: O=S(=O)(c1ccc(Br)cc1)N1CCCN(Cc2ccccc2F)CC1

entry no.	30	31	32	33	34	35	36	37	38	39	40
NALP1 yeast inh	13	5	-12	-1	4	28	7	3	11	-1	31
IDE inh	0	1	3	-7	2	7	-8	25*	-2	1	-2
IDE act	1	2	5	9	3	-4	2	-11	3	-1	3
VIM-2 inh	1.1	-5.4	0.6	-1.7	-0.9	-0.9	-5.1	-4.6	-2.8	-4.2	-1.6
PfM18AAP inh	-2	2	1	-11	-5	2	4	-4	7	4	-3
PHOSPHO1 inh	-4	-9	23	32	27	36	24	16	18	23	-17
GPR7 antag	-5	-1	-3	-7	-11	1	-5	8	10	-11	-6
IMP-1 inh	-1.2	-5.1	-1.4	-3.3	-0.6	-2.6	-6.3	-2.9	-1.2	-3.4	-1.9
pCIP destab	-15	-13	1	-6	1	-2	-15	-2	-15	-8	6

41: O=C(N/N=C/c1cccc2ccccc12)c1cc2ccccc2o1
42: COc1ccc(C(=O)Nc2cnc(NC(=O)c3cccs3)cc2C)cc1
43: CCOC(=O)C(c1ccccc1)N1CCN(c2ccc(OC)cc2)CC1 (stereo unspecified)
44: CCOC(=O)c1c(C)n(CC)c2ccc(OC(=O)c3ccc([N+](=O)[O-])cc3)cc12
45: Cc1ccc(C2(c3ccc(C)cc3)NC(=O)N(CC(N)=O)C2=O)cc1
46: CN(C)C(=O)c1ccc(-c2cc(C(F)(F)F)n(C)n2)s1
47: CC(=O)c1cccc(NC(=O)c2cnccn2)c1
48: Cc1cc(=O)[nH]c(SCC(=O)N2CCCCCC2)n1

entry no.	41	42	43	44	45	46	47	48
NALP1 yeast inh	36	-20	20	22	8	4	2	-1
IDE inh	.	2	0	3	4	-4	0	3
IDE act	5	3	-2	5	1	4	6	-1
VIM-2 inh	-2.9	-2.2	1.5	-1.6	-4.1	-1.6	-1.9	1.1
PfM18AAP inh	5	7	19	-9	1	7	3	-6
PHOSPHO1 inh	.	40	-7	-6	17	25	.	-51
GPR7 antag	9	-4	18	-7	-9	-7	9	-6
IMP-1 inh	-0.5	-2.3	-0.7	-0.8	-3.0	-1.0	-2.1	0.5
pCIP destab	-1	-14	-1	2	-8	-8	-4	-17

Two compounds picked at random from the list so far:
48: Cc1cc(=O)[nH]c(SCC(=O)N2CCCCCC2)n1
41: O=C(N/N=C/c1cccc2ccccc12)c1cc2ccccc2o1

entry no.	48	41
NALP1 yeast inh	-1	36
IDE inh	3	.
IDE act	-1	5
VIM-2 inh	1.1	-2.9
PfM18AAP inh	-6	5
PHOSPHO1 inh	-51	.
GPR7 antag	-6	9
IMP-1 inh	0.5	-0.5
pCIP destab	-17	-1

Following part
49: CS(=O)(=O)c1ccc2c(c1)SC1=NC(=O)/C(=C/c3ccco3)C(=N)N12
50: Fc1ccc2nc(C(F)(F)F)cc(N3CCOCC3)c2c1
51: COc1ccc2nc(NC(=O)CSc3cn[nH]n3)sc2c1
52: CC(C)c1ccc(NC(=O)N(CCc2nc3ccccc3[nH]2)C2CCCC2)cc1
53: Cc1onc(-c2ccccc2)c1C(=O)n1cc(Br)cn1
54: CCc1ccc(Oc2coc3cc(OCC(=O)Nc4cc(C)ccc4C)ccc3c2=O)cc1
55: COc1ccc(CCNC(=O)c2ccc(CS(=O)(=O)c3ccc(C)cc3)o2)cc1OC
56: O=C(NC1CCCCC1NC(=O)c1ccco1)c1ccco1 (stereo unspecified)

entry no.	49	50	51	52	53	54	55	56
NALP1 yeast inh	4	-1	9	11	3	24	-2	30
IDE inh	6	.	0	-7	2	-1	-5	2
IDE act	-2	2	4	1	0	6	6	0
VIM-2 inh	-2.9	-2.5	-1.4	-1.3	-1.7	-2.1	-2.6	-3.3
PfM18AAP inh	-25	-1	-1	0	8	1	3	-3
PHOSPHO1 inh	11	25	-17	8	1	6	5	14
GPR7 antag	-15	-21	10	7	-14	-4	-5	-5
IMP-1 inh	-3.5	-2.0	-0.7	-1.4	-2.8	-1.7	0.0	-8.5
pCIP destab	-11	4	-2	4	-11	2	-2	-11

57: COC(=O)[C@@H](NC(=O)Nc1cccc(OC)c1)C(C)C
58: O=C(Cn1ccc(C(F)(F)F)n1)Nc1ccc(S(=O)(=O)NCc2ccco2)cc1
59: CCC(Oc1ccccc1C)C(=O)N1CCCN(C)CC1 (stereo unspecified)
60: CCc1nnc(NC(=O)CN2CCOCC2)s1
61: COc1ccccc1NC(=O)c1ccc(NC(=O)COC(=O)C2CCCCC2)cc1

entry no.	57	58	59	60	61
NALP1 yeast inh	14	.	28	-12	29
IDE inh	0	0	-2	-5	5
IDE act	-8	6	3	3	3
VIM-2 inh	0.7	-3.1	-0.5	-1.5	-0.7
PfM18AAP inh	-2	9	-3	2	-3
PHOSPHO1 inh	60*	.	.	-4	6
GPR7 antag	5	-1	-5	-11	-9
IMP-1 inh	-0.9	-2.0	-0.9	-3.5	-1.4
pCIP destab	-10	.	-2	-11	6
